CXCR6 block: CXCR6 receptor inhibitors, primary screen, cell-based, beta-arrestin, luminescence, CHO-K1 PathHunter, 1536-well; C-X-C chemokine receptor type 6 (Homo sapiens), O00574; inhibition, % at 20 µM; 360,000 tested, 0.36% active; AID 602244, 2012; in the data active means inhibition above about 34%, passing the limit was not always enough;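 further: antagonist mode with CXCL16 agonist at 10 nM final; 0% = 10 nM CXCL16 with DMSO and 100% = unstimulated wells without agonist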
CCR6 antag: CCR6 receptor antagonists, primary screen, cell-based, CHO-K1, luminescence, beta-arrestin, uHTS | C-C chemokine receptor type 6 (Homo sapiens), P51684 | CHO-K1 CCR6 PathHunter beta-arrestin, CCL20-stimulated | inhibition, % at 20 µM | 340,000 tested, 0.49% active | AID 493098, 2011;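 active means compounds whose inhibition of the agonist-driven luminescence signal at 20 µM reaches about 50%, limit read from the data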;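 further: cells stimulated with CCL20 at 14 nM final; plate controls were DMSO with CCL20 for no effect and DMSO without agonist for full effect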
Mdm2 MdmX PPI: inhibitors of human Mdm2-MdmX association, primary screen, cell-based, luminescence, split luciferase, SaOS-2, uHTS; 330,000 tested, 3% active; SaOS-2 split-luciferase Mdm2/MdmX complementation; inhibition, % at 8 µM; AID 485346, 2010; Protein Mdm4 (Homo sapiens) + E3 ubiquitin-protein ligase Mdm2 (Homo sapiens), …;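 active means inhibition of at least 50% at 8 µM in the primary screen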
Target sequence (O15151 whole entry, looked up): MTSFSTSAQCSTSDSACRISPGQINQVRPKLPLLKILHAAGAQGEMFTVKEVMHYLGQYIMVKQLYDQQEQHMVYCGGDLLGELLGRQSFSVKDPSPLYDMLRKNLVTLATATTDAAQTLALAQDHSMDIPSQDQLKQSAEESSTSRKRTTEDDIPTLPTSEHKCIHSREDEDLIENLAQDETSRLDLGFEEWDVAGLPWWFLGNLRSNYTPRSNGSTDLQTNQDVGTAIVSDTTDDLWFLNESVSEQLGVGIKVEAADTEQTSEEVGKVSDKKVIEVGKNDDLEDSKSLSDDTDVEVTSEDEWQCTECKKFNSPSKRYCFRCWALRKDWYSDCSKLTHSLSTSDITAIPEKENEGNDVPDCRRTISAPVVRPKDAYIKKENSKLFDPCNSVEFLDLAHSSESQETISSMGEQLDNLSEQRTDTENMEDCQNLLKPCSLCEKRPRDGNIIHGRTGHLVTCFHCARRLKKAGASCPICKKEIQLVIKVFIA
Target sequence (Q00987 whole entry, looked up): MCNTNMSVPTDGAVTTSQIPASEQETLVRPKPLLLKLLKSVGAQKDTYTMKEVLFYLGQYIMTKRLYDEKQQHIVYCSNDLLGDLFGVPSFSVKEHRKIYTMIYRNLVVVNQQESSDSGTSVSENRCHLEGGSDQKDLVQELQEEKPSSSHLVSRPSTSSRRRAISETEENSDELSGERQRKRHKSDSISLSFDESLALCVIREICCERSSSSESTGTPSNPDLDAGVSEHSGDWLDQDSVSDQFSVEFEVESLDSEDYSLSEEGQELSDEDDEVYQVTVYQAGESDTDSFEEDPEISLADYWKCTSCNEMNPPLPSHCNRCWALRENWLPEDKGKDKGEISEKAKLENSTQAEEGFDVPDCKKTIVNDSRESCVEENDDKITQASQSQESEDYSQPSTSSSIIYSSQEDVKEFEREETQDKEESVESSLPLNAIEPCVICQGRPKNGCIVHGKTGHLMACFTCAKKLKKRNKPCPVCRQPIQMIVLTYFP
CHOP UPR activ: activators of apoptotic CHOP UPR arm, primary screen, cell-based, CHO-CHOP luciferase reporter, luminescence, uHTS | 330,000 tested, 0.34% active | activation, % at 10 µM | UPR activation; percent of tunicamycin response over DMSO baseline;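 active means at 10 µM dose, activation of 40% or more, normalized to positive control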;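 further: 100% = tunicamycin at 10 µg/mL and 0% = DMSO alone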
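Assay system: CHO-CHOP cells, stable luciferase reporter of PERK-eIF2a-CHOP signalling / Buffer or medium: F12 plus 10% serum / Compound dosing: one dose, 10 µM in 0.5% DMSO / Times: 6 h compound treatment, 37 °C / Technique: luciferase luminescence / Read-out: % reporter activation, DMSO baseline versus tunicamycin full activation / Benchmarks: tunicamycin and DMSO controls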
APJ antag: antagonists of human apelin receptor APJ, primary screen, CHO-K1 cells, beta-arrestin complementation, luminescence; P35414; inhibition, % at 20 µM; 330,000 tested, 0.32% active;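 active means inhibition above about 40% at 20 µM, limit read from the data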;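 further: cells challenged with 10 nM apelin-13 agonist together with compound; plate controls were apelin-13 plus DMSO wells for no effect and DMSO wells lacking apelin-13 for full effect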
tim23-1 inh: growth inhibitors of tim23-1 mutant yeast, primary screen, luminescence, uHTS. S. cerevisiae tim23-1 growth, BacTiter-Glo luminescence, 24 h. inhibition, % at 20 µM. 330,000 tested, 1.3% active;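 active means growth inhibition of the mutant yeast at or above 50%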;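 further: temperature-sensitive mutant grown at 25 °C; plate controls were DMSO-treated mutant yeast for no effect and medium wells lacking yeast for full effect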
EBI2 antag: EBI2 receptor antagonists, beta-arrestin recruitment, primary screen, cell-based, luminescence, 7a,25-OHC stimulation, uHTS; 7a,25-OHC stimulated; inhibition, % at 5 µM; 360,000 tested, 0.81% active; in the data active means inhibition above about 38%;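 further: enzyme fragment complementation signal reports receptor beta-arrestin coupling in cells; 0% = agonist plus DMSO wells and 100% = wells without agonist; some results beyond the cut were filed as inactive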
XBP1 UPR activ: activators of adaptive XBP1 UPR arm, primary screen, cell-based, CHO-XBP1 luciferase reporter, luminescence, uHTS; 330,000 tested, 0.33% active; IRE1-XBP1 UPR activation; percent of tunicamycin response, DMSO as zero; activation, % at 20 µM;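 active means versus positive control, 20 µM dose yields 30% or more activation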;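 further: 100% = tunicamycin at 10 µg/mL and 0% = DMSO only wells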
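Material: CHO cell line with stable XBP1 luciferase reporter; buffer or medium: F12 medium containing 10% fetal bovine serum; compound: single point, 20 µM final compound, 1% DMSO; incubation: 6 h treatment, 37 °C; measured by: glow luminescence from Steady-Glo reagent; evaluation: activation, % of tunicamycin; control set: tunicamycin high, DMSO low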
APJ ag: agonists of human apelin receptor APJ, primary screen, CHO-K1 cells, PathHunter beta-arrestin, luminescence; P35414; 0% DMSO wells, 100% apelin; activation, % at 20 µM; 330,000 tested, 0.11% active;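 active means activation more than six SD over the plate average, tested at 20 µM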;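 further: 0% = DMSO alone and 100% = apelin-13 at 10 nM; some results filed as inactive read as strong as hits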
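Assay system – PathHunter CHO-K1 APJ (AGTRL-1) beta-arrestin reporter cells · Compound – one dose, 20 µM compound, 1% DMSO · Timing – compound 90 min 25 °C, reagent 1 h · Measured by – luminescence from split beta-galactosidase complementation, Galacton Star/Emerald II substrate · Measure – beta-arrestin recruitment to APJ as agonist activity, luminescent signal · Benchmarks – DMSO vs Apelin-13 10 nM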
Starred values were filed as active, the others as inactive; . = no result given. These rows are one share of the data; the hit share may differ from the screen's.

SMILES	CXCR6 block	CCR6 antag	Mdm2 MdmX PPI	CHOP UPR activ	APJ antag	tim23-1 inh	EBI2 antag	XBP1 UPR activ	APJ ag
CN1CCN(C2Cc3cc(F)ccc3Sc3ccc(Cl)cc32)CC1 (stereo unspecified)	6	2	45	0.4	-11	24	-6	5	-4
COc1ccccc1Cn1c(C(C)C)nc2ccccc21	2	20	-5	0.4	-8	22	5	1	-1
COCCOC(=O)c1c(C)oc2ccc(NS(=O)(=O)c3cccs3)cc12	-2	-14	7	0.2	15	10	-4	0	-3
Cc1c(C(=O)NNC(=O)c2csc(N3CCOCC3)n2)cccc1[N+](=O)[O-]	-4	6	5	1.3	15	-11	-5	-1	-3
CC(OC(=O)Cn1[nH]c(=O)c2ccccc2c1=O)C(=O)NC1(C#N)CCCCC1 (stereo unspecified)	-1	2	2	2.4	-1	21	-2	2	2
C=C(C)C1CCC2(C(=O)O)CCC3(C)C(CCC4C5(C)C(C=O)C(O)C(C)(C)C5CCC43C)C12 (stereo unspecified)	-4	3	-13	-0.2	-42	5	-4	2	1
COc1ccc(S(=O)(=O)NCCc2c[nH]c3ccccc23)cc1OC	7	-5	6	-0.7	3	8	0	-1	-1
Cc1ccc(N(CN2CCCC2=O)C(=O)c2ccc(C)c(C)c2)cc1	1	5	-22	1.7	8	3	5	0	-4
COc1ccc(OC)c(S(=O)(=O)N2CCCC(C(=O)NCc3ccco3)C2)c1 (stereo unspecified)	-14	16	21	0.5	1	-9	-4	7	-3
CC(C)c1cc(C(C)C)c(S(=O)(=O)NNC(=O)c2ccncc2)c(C(C)C)c1	-3	-19	13	4.4	-6	37	-3	1	-3
FC(F)Sc1ccc(NC(=S)NCC2CCCCC2)cc1	-15	4	65*	3.8	-17	48	13	6	-1
CCCn1cc(S(=O)(=O)CC(=O)NC2CCCCC2)c2ccccc21	4	6	12	-1.1	13	16	-2	1	-4
COc1ccc(C(C)=O)cc1CSc1nncn1C	-8	11	11	-0.2	9	-8	-2	-2	-2
CCC(=O)N(Cc1ccc2c(c1)OCO2)Cc1cc2cc(OC)ccc2[nH]c1=O	-3	8	23	-1.7	6	11	2	2	-2
CC(=O)Nc1ccc(C)c(NS(=O)(=O)c2cccc(C(F)(F)F)c2)c1	-4	-2	-6	-0.7	15	6	0	1	-4
C#CCOCCOCCOCCNc1nc(N2CCN(C(=O)CCCCCCCCCCNC(=O)[C@H](CCCCN)n3cc(CCO)nn3)CC2)nc(N2CCN(C(=O)CCCCCCCCCCNC(=O)[C@H](CCCCN)n3cc(CCO)nn3)CC2)n1	-4	-4	14	-0.2	17	31	-8	0	-7
Cc1ccc(/C=C/C2=Cc3c(sc(NC(=O)CSc4n[nH]c(N)n4)c3C#N)C(C)(C)C2)o1	.	.	32	2.8	7	-43	.	2	-3
Cc1nn(-c2cc(N(S(C)(=O)=O)S(C)(=O)=O)c(Cl)cc2Cl)c(=O)n1C	-1	-6	22	3.4	0	7	-1	-2	-3
CC(C)CNC(=O)COC(=O)CCC(=O)c1cccs1	0	5	3	-1.8	-28	16	-1	0	-1
COC(=O)c1c(NC(=O)COC(=O)[C@@H](NS(=O)(=O)c2cccc(Cl)c2)C(C)C)sc2c1CCC2	5	4	3	2.5	21	12	4	1	0
Cc1nnc(SC(C(=O)Nc2cc(Cl)cc(Cl)c2)c2ccccc2)[nH]c1=O (stereo unspecified)	1	7	-11	0.2	0	18	0	3	-3
COC(=O)c1ccc(C)c(NC(=O)c2ccc(Cl)c([N+](=O)[O-])c2)c1	0	10	12	1.6	4	12	-13	-4	1
CN1C(=O)[C@@H]2[C@@H]3C[C@@H]([C@H]4ON=C(c5ccccc5OCC#N)[C@@H]34)[C@@H]2C1=O	-3	4	-20	-1.1	-29	18	-4	0	4
CC(=O)c1ccc(NC(=O)Cn2cnc(S(=O)(=O)N3CCc4ccccc43)c2)cc1	6	6	37	1.9	0	10	10	-9	0
COc1cccc(NC(=O)Nc2nnc(N3CCCCC3C)s2)c1 (stereo unspecified)	-5	18	-20	3.3	-9	34	1	1	-1

Next compounds.
SMILES	CXCR6 block	CCR6 antag	Mdm2 MdmX PPI	CHOP UPR activ	APJ antag	tim23-1 inh	EBI2 antag	XBP1 UPR activ	APJ ag
Cc1ccc(-n2c(SCC(=O)NCc3ccc4c(c3)OCO4)nnc2-c2cccnc2)c(C)c1	-2	17	2	14	-3	-2	0	0	-4
COc1ccc(-n2c(SC)nc(O)c(Cc3ccccc3)c2=O)cc1	-4	-6	9	-0.1	-9	-4	2	-1	-6
CC(C)CCOP(=O)(c1ccc(N(C)C)cc1)C(O)c1ccc(C(C)C)cc1 (stereo unspecified)	4	17	-14	3.5	15	24	15	-2	-4
NC(=O)CSc1nc2ccccc2n1Cc1ccccc1	-2	-6	2	-0.5	-1	10	6	0	-4
COC(=O)c1ccc(-n2c(CCC(=O)O)ccc2-c2ccccc2)cc1	2	8	4	-1.6	3	25	-2	1	-5
COc1cccc(CNCc2ccc(OC)c3ccccc23)c1OC	-6	0	-10	-1.2	5	20	1	1	-3
O=C(Nc1ccccc1N1CCCC1)c1ccccc1F	1	19	-1	0.3	-2	20	-5	-4	-2
COc1ccccc1-n1nnnc1SCC(=O)Nc1ccccc1	6	5	10	2.3	1	3	-5	-4	-1
O=C(C1CCN(S(=O)(=O)c2cccs2)CC1)N1CCCCC1	-1	-2	17	-0.3	14	25	-4	-4	-1
[O-][n+]1ccc(C(O)c2ccccc2)cc1 (stereo unspecified)	2	1	0	1.5	-15	-12	9	2	-2
CCC(C)[C@@H](C(=O)Nc1ccc(OC)c(OC)c1)N1Cc2ccccc2C1=O (stereo partly specified)	-5	14	3	-0.3	-6	21	4	0	6
CCOC(=O)CSc1cn2c(n1)CCC2	-9	6	4	-0.3	-12	-8	-1	0	-3
COc1cccc2c(=O)cc(C)n(CC(=O)Nc3ccc(Br)cc3)c12	-2	8	43	1.1	-1	-7	3	-2	-2
Cc1cc(=O)oc2cc(OCC(=O)N/N=C/c3ccccc3O)ccc12	-2	-5	9	-0.5	12	-9	0	-1	-2
CCOc1ccc(/C(O)=C2/C(=O)C(=O)N(CCCN3CCOCC3)C2c2ccc(F)cc2)cc1C (stereo unspecified)	-4	5	-10	-0.5	12	7	-10	-3	-1
CCC1=C(OC(=O)N(CC)CC)N2C(=O)OC(=NCC3CC3)[C@]2(Cc2ccccc2)[C@H]2C1=CC[C@H]1C(=O)N(CC)C(=O)[C@H]12	11	15	-9	-1.1	26	5	1	1	7
COc1ccc(N2CCN(CCNC(=O)CCNS(=O)(=O)c3cccs3)CC2)cc1	-1	1	17	-0.4	-7	16	-7	0	-3
CCCc1nc2ccc(N)cc2c(=O)n1Cc1ccccc1Cl	0	-4	5	3.0	9	37	-1	-1	0
C=CCN(CC=C)CC(O)CN(c1cc([N+](=O)[O-])ccc1OC)S(=O)(=O)c1ccccc1 (stereo unspecified)	-1	12	-9	0.2	-30	17	3	-3	-1
COc1cc(CC(NC(C)=O)C(=O)NC2CCN(C(=O)c3cc(OC)c(OC)c(OC)c3)CC2)cc(OC)c1 (stereo unspecified)	-2	-9	19	-0.6	-9	12	0	1	-4
Cc1ccccc1NC(=S)Nc1ccc2cn[nH]c2c1	-4	11	11	0.5	15	3	12	-1	-2
COC(=O)c1c(-c2cccs2)csc1NC(=O)CSc1ncnc2sc(C)c(C)c12	6	-1	-16	0.4	14	16	22	0	-5
Cc1ccc(S(=O)(=O)N(CC(=O)N/N=C/c2ccccc2C(=O)O)c2cc(Cl)cc(Cl)c2)cc1	-1	-4	-9	6.9	6	21	-4	-3	-1
CCCCn1c2ccc(F)cc2c2nnc(SCCN3CCOCC3)nc21	5	1	20	-2.1	4	24	63*	18	-2
O=C(Cc1ccccc1)N1O[C@H]2C=C[C@@H]1CC2	6	20	6	1.8	.	29	-10	-2	.

The listing continues.
SMILES	CXCR6 block	CCR6 antag	Mdm2 MdmX PPI	CHOP UPR activ	APJ antag	tim23-1 inh	EBI2 antag	XBP1 UPR activ	APJ ag
CN(CCCC(=O)Nc1ccccc1)S(=O)(=O)c1ccc(Cl)cc1	-2	-1	17	-0.8	-72	-18	16	-2	-2
CCOC(=O)/C=C/C(=O)OCC(=O)Nc1ccc([N+](=O)[O-])cc1	7	1	17	-0.7	-2	40	-4	2	-2
CCCCN(C(=O)Cc1ccc(S(=O)(=O)N2CCOCC2)s1)c1ccccc1	5	9	-1	-1.0	-10	18	4	-4	3
c1nc(NCc2ccc3c(c2)OCO3)c2cc(-c3ccoc3)ccc2n1	-6	18	81*	1.9	3	14	-10	2	-3
OC[C@@H]1[C@@H](c2ccc(Cl)cc2)C(c2cccc(Cl)c2)=NN1c1ccccc1	-8	0	31	1.5	.	49	22	3	.
CC(C)(C)c1ccc(OCCCn2ccnc2)cc1	-10	10	8	2.7	5	11	0	-2	-1
O=C1CCC[C@@H]2CC(Nc3ccc(F)cc3F)C[C@@H]3CCN1[C@H]23 (stereo partly specified)	2	16	-5	0.5	.	32	-6	1	.
CCOc1cc(S(=O)(=O)n2ccc(C)n2)ccc1Br	5	11	81*	1.5	13	10	-1	-1	-1
COc1ccc(-c2csc3ncnc(N4CCN(C(=O)c5ccco5)CC4)c23)cc1	0	17	1	1.0	12	32	21	3	-2
Cc1cc(Cl)cc2c(N=Nc3ccccc3C(=O)O)c(O)[nH]c12	13	18	-39	3.9	17	26	-9	-1	-5
COc1ccc(N(CCCN2C(=O)c3cccc4cccc(c34)C2=O)C(=O)c2cccs2)cc1	2	16	16	-0.9	10	27	-17	0	-2
O=c1cc(CSc2n[nH]c(=O)n2C2CC2)c2ccc(O)cc2o1	13	7	12	0.1	14	19	-6	-1	-2
O=C(CCS(=O)(=O)c1cccs1)NC1CCCCCC1	-4	1	7	-1.5	11	-14	-10	-1	-1
O=C(Nc1cccc(S(=O)(=O)N2CCCC2)c1)C1CCCN1C(=O)c1cccs1 (stereo unspecified)	2	0	-3	0.0	12	11	8	-2	-3
Cc1cccc(NC(=O)c2cc3ccccc3c(=O)o2)n1	-5	11	-136	-2.0	-3	-2	8	-3	-5
CCc1cccc(C)c1NC(=O)COn1nnc2ccc(C(F)(F)F)cc21	-2	26	24	1.9	-1	21	-11	-1	-3
